Source: PubChem (NMMLSC)
Cdc42 wt GTP – human Cdc42 wildtype GTP binding change, either direction | P60953 | GST-Cdc42 beads, Bodipy-GTP binding, flow cytometry; actives lie on both sides | percent activity (GTP binding), % at 10 µM | 190,000 compounds, 0.2% hits;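 active means percent activity GTP binding at least 20 points away from the 100% baseline, either down as inhibitor or up as activator; inconclusive means compound flagged as likely green fluorescent from well-wide comparison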;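 further: median bead fluorescence of bound Bodipy-FL-GTP at 100 nM; 0% = excess unlabeled GTP control and 100% = no compound control; below 100% means less GTP binding so inhibitor and above means activator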
Target sequence (P60953 whole entry, looked up): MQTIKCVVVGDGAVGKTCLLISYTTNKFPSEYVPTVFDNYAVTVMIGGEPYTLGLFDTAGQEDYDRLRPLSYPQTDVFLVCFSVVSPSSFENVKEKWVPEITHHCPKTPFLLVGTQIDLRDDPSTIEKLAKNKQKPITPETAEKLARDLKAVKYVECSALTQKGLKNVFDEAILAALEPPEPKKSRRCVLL
Rab7 wt modul – modulators of GTP binding to dog Rab7 wildtype GTPase. GST-Rab7 beads, fluorescent GTP binding, flow cytometry; actives lie on both sides; untreated = 100%, excess cold GTP = 0%. GTP binding activity (percent of control), % at 10 µM. 190,000 compounds, 0.055% hits;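 active means fluorescent GTP binding to Rab7 beads changed by at least 20 points from the 100% baseline, either direction, mostly lower; inconclusive means compound itself probably fluorescent, or too few beads counted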;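 further: median green fluorescence of bound Bodipy-FL-GTP per Rab7 bead population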
Bim-Bcl-B – human Bim-Bcl-B interaction inhibition; Q9HD36; bead-based flow cytometry, Bim peptide-Bcl-B binding; inhibition, % at 10 µM; 190,000 compounds, 0.073% hits;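 further: 0% = tracer peptide without compound and 100% = reference inhibitor peptide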
Target sequence (Q9HD36 whole entry, looked up): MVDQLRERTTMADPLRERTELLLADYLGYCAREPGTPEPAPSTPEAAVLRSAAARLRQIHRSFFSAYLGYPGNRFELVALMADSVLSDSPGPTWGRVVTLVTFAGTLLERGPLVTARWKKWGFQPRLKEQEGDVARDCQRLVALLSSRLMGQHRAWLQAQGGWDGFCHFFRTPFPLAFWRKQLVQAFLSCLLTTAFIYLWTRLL
Bim-Bfl-1 – disrupts Bim binding to human Bfl-1; Bead-based flow cytometry, Bim-Bfl-1 binding inhibition; inhibition, % at 10 µM; 190,000 compounds, 0.12% hits; AID 1008;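 further: 0% = wells without compound plus tracer and 100% = blocker peptide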
Rac1 wt modul – modulators of human Rac1 wildtype GTP binding | 190,000 compounds, 0.27% hits | AID 757 | GST-Rac1 beads, fluorescent GTP binding, flow cytometry; actives lie on both sides; 0 = cold GTP competed, 100 = untreated | P63000 | GTP binding activity (% of control), % at 10 µM;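 active means GTP binding activity at least 20 points away from the 100% control level, either lower or higher; inconclusive means compound flagged as likely green fluorescent, judged across all proteins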
Bcl-W Bim block – inhibitors of Bim-Bcl-W interaction, human; inhibition, % at 10 µM; Q92843; 190,000 compounds, 0.02% hits; bead-based flow cytometry, Bim peptide-Bcl-W binding;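 further: 0% = bound tracer without compound and 100% = peptide blocker; higher means less fluorescent Bim peptide bound to Bcl-W beads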
Target sequence (Q92843 whole entry, looked up): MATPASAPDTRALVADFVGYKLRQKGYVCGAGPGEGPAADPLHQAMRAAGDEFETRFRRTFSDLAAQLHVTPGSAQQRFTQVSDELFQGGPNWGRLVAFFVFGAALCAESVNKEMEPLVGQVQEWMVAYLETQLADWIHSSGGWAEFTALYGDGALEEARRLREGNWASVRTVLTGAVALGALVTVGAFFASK
Rab2 wt GTP – changes GTP binding to wildtype dog Rab2A, up or down | GTP binding activity, % at 10 µM | 190,000 compounds, 0.19% hits | P61105 | GST-Rab2 wt beads, Bodipy-GTP binding, flow cytometry;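 active means GTP binding activity at least 20 points away from 100%, either lowered or raised; inconclusive means signal likely due to the compound's own green fluorescence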;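 further: 0% = beads with excess unlabeled GTP and 100% = no-compound control corrected for plate trend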
HRas wt GTP – human HRas wildtype GTP binding, change in either direction; P01112; GST-Ras wt beads, Bodipy-FL-GTP binding, flow cytometry; actives lie on both sides; GTP binding activity, % at 10 µM; 190,000 compounds, 0.14% hits;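 active means GTP binding activity at least 20% away from the 100% baseline, either lowered as inhibitor or raised as activator; inconclusive means flagged as likely green fluorescent, judged across all proteins in the well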;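 further: 0% = unlabeled GTP competition control and 100% = no-compound control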
Rac1 act GTP bind – alters GTP binding to activated mutant human Rac1. P63000. percent activity (GTP binding), % at 10 µM. AID 764. GST-Rac1 activated beads, fluorescent GTP binding, flow cytometry; actives lie on both sides; 100% means binding = to untreated wells. 190,000 compounds, 0.11% hits;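 active means GTP binding at least 20 percentage points away from the 100% baseline, in either direction, so actives lie on both sides; inconclusive means Compound likely fluorescent itself, or too few beads counted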
Bcl-2 Bim block – disrupts Bim peptide binding to human Bcl-2; P10415; Bead-based flow cytometry, Bim peptide-Bcl-2 binding; inhibition, % at 10 µM; 190,000 compounds, 0.06% hits; in the data active means inhibition above about 40%; inconclusive means no clear call, values can overlap the other calls;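 further: 0% = no compound wells with probe peptide and 100% = reference peptide inhibitor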
Target sequence (P10415 whole entry, looked up): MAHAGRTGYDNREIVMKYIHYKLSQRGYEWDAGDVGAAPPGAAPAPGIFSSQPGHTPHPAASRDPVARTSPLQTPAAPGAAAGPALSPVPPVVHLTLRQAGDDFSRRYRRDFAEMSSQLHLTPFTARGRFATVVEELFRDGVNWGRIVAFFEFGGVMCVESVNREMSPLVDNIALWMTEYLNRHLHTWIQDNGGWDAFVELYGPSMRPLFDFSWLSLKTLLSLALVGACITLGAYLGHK
Bim-Bcl-XL – disrupts Bim peptide binding to human Bcl-XL; Q07817; bead flow cytometry, fluorescence; inhibition, % at 10 µM; 190,000 compounds, 0.04% hits; AID 1007
The depositor's hits bear a star; ? = inconclusive. Unless noted, no stated cut-off is given here; in the data, active means inhibition above about 40%. No enrichment for hits; overall some 0.62% were active at least once.

SMILES | Cdc42 wt GTP | Rab7 wt modul | Bim-Bcl-B | Bim-Bfl-1 | Rac1 wt modul | Bcl-W Bim block | Rab2 wt GTP | HRas wt GTP | Rac1 act GTP bind | Bcl-2 Bim block | Bim-Bcl-XL
CCC(C)NC(=O)C1CCN(c2nc(OC)nc(OC)n2)CC1 (stereo not given) | 100 | 98 | -4 | -3 | 101 | -4 | 98 | 99 | 99 | -3 | -5
CCOC(=O)C1CCN(C(=O)Cc2ccc(C)cc2)CC1 | 104 | 101 | -7 | -13 | 107 | -4 | 103 | 103 | 101 | -10 | -6
CNS(=O)(=O)c1cc2c3c(cccc3c1)C(=O)NC2=O | ? | ? | 1 | -5 | ? | 0 | ? | ? | ? | 0 | 0
CC1=NOC(=O)/C1=C\c1ccc(-c2ccc(Cl)cc2Cl)o1 | 95 | 97 | 0 | -4 | 94 | 7 | 92 | 96 | 89 | -2 | -2
CNc1ncc(Cc2ccccc2)s1 | 107 | 101 | -4 | 0 | 104 | -9 | 103 | 103 | 101 | -8 | -5
OC1CCN(Cc2nc(Cc3ccccc3Cl)no2)CC1 | 97 | 96 | -11 | -9 | 99 | -4 | 95 | 96 | 95 | -5 | -5
CN(Cc1cnccn1)Cc1cn(Cc2ccccc2)nc1-c1ccc2c(c1)OCO2 | 94 | 98 | -1 | 5 | 93 | 0 | 98 | 95 | 95 | -4 | 0
CC(C)C(c1nnnn1C1CCCC1)N1c2ccccc2CC1C (stereo not given) | 102 | 99 | -2 | -1 | 101 | -2 | 103 | 103 | 100 | -2 | -1
O=C(Nc1ccccc1N1CCN(C(=O)c2ccccc2)CC1)c1cc(Br)ccc1Cl | 105 | 100 | -1 | -4 | 104 | 0 | 103 | 104 | 102 | -5 | 0
O=C(CN1C(=O)c2ccccc2S1(=O)=O)NCc1cccnc1 | 102 | 98 | 0 | -1 | 103 | 0 | 98 | 101 | 101 | 2 | 1
CC(Cc1cccnc1)NC(=O)c1ccccc1OC1CCN(S(C)(=O)=O)CC1 (stereo not given) | 97 | 94 | -2 | -5 | 98 | -1 | 96 | 95 | 97 | -4 | -2
COc1nc(N(C)C)nc(N(OC)S(=O)(=O)c2ccccc2Cl)n1 | 102 | 101 | -5 | -17 | 108 | 0 | 101 | 102 | 97 | -10 | -2
O=c1c2ccccc2cnn1-c1ccc(Cl)nn1 | 94 | 103 | -2 | -5 | 104 | 1 | 104 | 98 | 98 | 3 | -1
Clc1ccc(Cl)c(Oc2ccc(Oc3nc(Cl)ccc3Cl)cc2)n1 | 95 | 95 | -9 | -13 | 97 | -3 | 94 | 97 | 95 | -9 | -6
COc1ccc(OC)c(/C=N/NC(=O)c2cc3c(OC)c(OC)ccc3[nH]2)c1 | 99 | 96 | 0 | -4 | 100 | -2 | 94 | 94 | 97 | -2 | -2
Cc1ccc(C(=O)Nc2ccccc2-c2ccccc2)cc1[N+](=O)[O-] | 102 | 95 | 0 | 0 | 99 | -1 | 99 | 100 | 99 | 0 | 0
O=C(O)c1ccc(N2C(=O)c3cccc(Oc4ccc(Cl)cc4)c3C2=O)cc1 | 97 | 95 | -8 | -13 | 97 | -5 | 96 | 95 | 97 | -5 | -7
Cc1ccccc1NC(=O)NCCc1ccc(Cl)cc1 | 95 | 109 | -5 | -5 | 101 | 2 | 101 | 99 | 95 | -1 | -4
CCOC(=O)NCc1cc(-c2nn(C)c(=O)c3ccccc23)ccc1C | 108 | 101 | -1 | -2 | 104 | 0 | 107 | 108 | 99 | 1 | -1
Cc1nn(-c2cccc(Cl)c2)c2c1C(c1ccncc1)C(C#N)=C(N)O2 (stereo not given) | 100 | 96 | -4 | -13 | 100 | 2 | 96 | 98 | 96 | -5 | -6

No new results follow: entries from further up.
SMILES | Cdc42 wt GTP | Rab7 wt modul | Bim-Bcl-B | Bim-Bfl-1 | Rac1 wt modul | Bcl-W Bim block | Rab2 wt GTP | HRas wt GTP | Rac1 act GTP bind | Bcl-2 Bim block | Bim-Bcl-XL
CNc1ncc(Cc2ccccc2)s1 | 107 | 101 | -4 | 0 | 104 | -9 | 103 | 103 | 101 | -8 | -5
OC1CCN(Cc2nc(Cc3ccccc3Cl)no2)CC1 | 97 | 96 | -11 | -9 | 99 | -4 | 95 | 96 | 95 | -5 | -5
CN(Cc1cnccn1)Cc1cn(Cc2ccccc2)nc1-c1ccc2c(c1)OCO2 | 94 | 98 | -1 | 5 | 93 | 0 | 98 | 95 | 95 | -4 | 0
CC(C)C(c1nnnn1C1CCCC1)N1c2ccccc2CC1C (stereo not given) | 102 | 99 | -2 | -1 | 101 | -2 | 103 | 103 | 100 | -2 | -1
O=C(Nc1ccccc1N1CCN(C(=O)c2ccccc2)CC1)c1cc(Br)ccc1Cl | 105 | 100 | -1 | -4 | 104 | 0 | 103 | 104 | 102 | -5 | 0
O=C(CN1C(=O)c2ccccc2S1(=O)=O)NCc1cccnc1 | 102 | 98 | 0 | -1 | 103 | 0 | 98 | 101 | 101 | 2 | 1
CC(Cc1cccnc1)NC(=O)c1ccccc1OC1CCN(S(C)(=O)=O)CC1 (stereo not given) | 97 | 94 | -2 | -5 | 98 | -1 | 96 | 95 | 97 | -4 | -2
COc1nc(N(C)C)nc(N(OC)S(=O)(=O)c2ccccc2Cl)n1 | 102 | 101 | -5 | -17 | 108 | 0 | 101 | 102 | 97 | -10 | -2
O=c1c2ccccc2cnn1-c1ccc(Cl)nn1 | 94 | 103 | -2 | -5 | 104 | 1 | 104 | 98 | 98 | 3 | -1
Clc1ccc(Cl)c(Oc2ccc(Oc3nc(Cl)ccc3Cl)cc2)n1 | 95 | 95 | -9 | -13 | 97 | -3 | 94 | 97 | 95 | -9 | -6

Next compounds follow.
SMILES | Cdc42 wt GTP | Rab7 wt modul | Bim-Bcl-B | Bim-Bfl-1 | Rac1 wt modul | Bcl-W Bim block | Rab2 wt GTP | HRas wt GTP | Rac1 act GTP bind | Bcl-2 Bim block | Bim-Bcl-XL
CCOC(=O)C1CCCN(C(=O)c2ccc([N+](=O)[O-])cc2)C1 (stereo not given) | 102 | 105 | -3 | -2 | 103 | -2 | 101 | 102 | 104 | -2 | -2
CCCC(=O)Nc1ccccc1NC(=O)CN(C)S(=O)(=O)c1ccc(C)cc1 | 99 | 96 | 0 | -2 | 97 | -1 | 97 | 97 | 96 | -3 | -3
CCCN(CCC)C(=O)CC(c1ccc(F)cc1)c1ccco1 (stereo not given) | 97 | 94 | 2 | -4 | 94 | 0 | 94 | 97 | 95 | 3 | -4
CC(=O)OCCn1c(C)[n+](CCOC(C)=O)c2cc(Cl)c(Cl)cc21 | 95 | 107 | -6 | -3 | 101 | -3 | 101 | 99 | 97 | 0 | -3
Cc1ccc(S(=O)(=O)NC(=O)Nc2ccc(F)cc2)cc1 | 103 | 102 | 0 | -4 | 107 | 0 | 103 | 102 | 100 | -4 | -1
CN(C)/C=C/C(=O)Oc1ccc(Cl)cc1Cl | 101 | 107 | -3 | -5 | 105 | 0 | 103 | 102 | 98 | 1 | 0
O=C(c1ccc(Cl)cc1)c1oc2ccccc2c1CS(=O)c1ccccc1 (stereo not given) | 93 | 96 | 4 | 5 | 93 | 2 | 96 | 93 | 93 | 5 | 3
CCN(CC)CCCn1c(C)cc2c(c1=O)C(c1cccc(Cl)c1)C(C#N)=C(N)O2 (stereo not given) | 103 | 101 | -4 | -1 | 108 | -4 | 98 | 103 | 100 | -1 | -2
Cc1ccsc1-c1nc(CSCC(=O)N2CCN(c3ccccc3)CC2)c(C)o1 | 101 | 101 | -8 | -10 | 100 | -2 | 100 | 100 | 97 | -9 | -6
Cc1cccc(OCCC(=O)Nc2c(C)n(C)n(-c3ccccc3)c2=O)c1 | 98 | 101 | -3 | -4 | 103 | 0 | 100 | 101 | 99 | -1 | -2
Cc1ccc(-n2c(SCC(=O)Nc3ccc4c(c3)OCO4)nnc2-c2cccs2)cc1 | 99 | 98 | -9 | -8 | 99 | -2 | 98 | 99 | 97 | -7 | -9
COc1ccc(NC(=O)c2ccco2)cc1NC(=O)c1cccc(OC(C)C)c1 | 105 | 105 | -7 | -12 | 109 | 2 | 106 | 106 | 101 | -8 | -2
O=C(NC1CCCCCCC1)c1ccc(CNc2c(N3CCOCC3)c(=O)c2=O)cc1 | 104 | 100 | -7 | -11 | 103 | 1 | 99 | 101 | 99 | -6 | -5
COc1ccc(-c2cc(C(=O)NC3=NCCS3)c3ccccc3n2)cc1OC | 96 | 96 | -4 | -2 | 97 | -3 | 97 | 96 | 96 | -2 | -1
CCCCCOC(=O)C1[C@H]2C(=O)N(c3ccccc3CC)C[C@]23C=C[C@H]1O3 (stereo not given in full) | 102 | 99 | -2 | -2 | 101 | 0 | 100 | 101 | 97 | 1 | -1
CCc1cccc(CC)c1NC(=O)COC(=O)c1cccc(-c2ccc(OC(C)=O)cc2)c1 | 100 | 101 | -9 | -8 | 103 | -4 | 99 | 99 | 98 | -6 | -8
O=C1c2cccc([N+](=O)[O-])c2C(=O)N1CCO | 107 | 100 | 0 | 8 | 105 | 7 | 106 | 100 | 104 | 12 | 2
O=C(Cc1ccccc1)Nc1ccccc1C(=O)O | 105 | 101 | 1 | 1 | 104 | 2 | 102 | 104 | 104 | 3 | 0
COc1ccccc1NC(=O)CN(c1ccc([N+](=O)[O-])cc1)S(=O)(=O)c1ccccc1 | 105 | 101 | -9 | -10 | 105 | 0 | 99 | 100 | 101 | -16 | -5
COc1ccc(NC(=O)c2ccc(CNc3c(NC4CCCCC4)c(=O)c3=O)cc2)c(OC)c1 | 102 | 103 | -2 | -8 | 108 | 2 | 102 | 102 | 98 | -5 | 0
CC1SCC(=O)N(CC(=O)NCc2ccccc2)C1=O (stereo not given) | 100 | 102 | -7 | -14 | 102 | -1 | 101 | 99 | 99 | -4 | -5
